MOR-DOR ag: OPRM1-OPRD1 heterodimerization agonism. P35372+P41143. cells, luminescence. activation, % at 9.3 µM. 0.3% of 340,000 active. AID 504326; in the data active = activation above about 18%;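 note: 0% = vehicle-treated cells and 100% = reference agonist; values of inactives mirror those of a sister screen read the other way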
Keap1-Nrf2 PPI: inhibitors of human Keap1-Nrf2 protein-protein interaction; Q14145; Keap1 Kelch-Nrf2 peptide fluorescence polarization, 1536-well; inhibition, % at 9.4 µM; 0.15% of 340,000 active; AID 504523; in the data active = inhibition above about 12%; inconclusive = no clear call, values can overlap the other calls; inactive = below about 7.3%;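 note: human Keap1 Kelch domain with fluorescein labeled Nrf2 9mer peptide probe; 0% = neutral control wells and 100% = peptide positive control; higher means more block of Keap1 binding to Nrf2 peptide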
Target sequence (Q14145 whole entry, looked up, the tested form may be a part): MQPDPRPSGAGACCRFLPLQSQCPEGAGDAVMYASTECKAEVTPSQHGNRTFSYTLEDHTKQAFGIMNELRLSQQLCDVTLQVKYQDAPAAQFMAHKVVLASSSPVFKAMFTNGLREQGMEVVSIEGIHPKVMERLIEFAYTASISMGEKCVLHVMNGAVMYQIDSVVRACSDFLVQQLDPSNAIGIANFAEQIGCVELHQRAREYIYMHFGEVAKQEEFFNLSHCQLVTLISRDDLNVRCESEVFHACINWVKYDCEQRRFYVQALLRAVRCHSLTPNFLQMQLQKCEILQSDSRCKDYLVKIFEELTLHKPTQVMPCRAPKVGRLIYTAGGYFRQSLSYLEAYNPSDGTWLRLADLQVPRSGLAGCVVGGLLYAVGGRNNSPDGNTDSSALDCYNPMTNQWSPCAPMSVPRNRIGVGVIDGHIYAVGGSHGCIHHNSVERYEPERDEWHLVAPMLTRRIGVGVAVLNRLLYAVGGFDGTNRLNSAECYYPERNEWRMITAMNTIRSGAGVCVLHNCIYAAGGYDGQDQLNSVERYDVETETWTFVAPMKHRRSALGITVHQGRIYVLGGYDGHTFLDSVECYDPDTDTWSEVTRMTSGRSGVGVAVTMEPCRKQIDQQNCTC
DSG3 Ab inh: blocks pemphigus antibody binding to human desmoglein-3. DSG3-coupled beads, scFv-anti-DSG3-GFP binding, flow cytometry; active compounds read low. binding (percent of control), % at 10 µM. AID 588358. 0.48% of 310,000 active. P32926;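 active = binding more than 3 SD below its plate's average and above zero; inconclusive = below that plate limit but binding exactly zero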;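 note: hits lower antibody fragment binding to DSG3; some compounds called inactive have numbers as strong as hits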
MOR-DOR inv ag: inverse agonists of human mu-delta opioid receptor heterodimerization; cell-based MOR-DOR heterodimer luminescence, inverse agonism; inhibition, % at 9.3 µM; 0.21% of 340,000 active; AID 504357; in the data active = inhibition above about 22%, passing the limit was not always enough;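 note: 0% = cells with DMSO and 100% = wells without cells with DMSO; values of inactives mirror those of a sister screen read the other way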
Wnt act: Wnt/beta-catenin pathway activation | 1.2% of 300,000 active | Wnt/beta-catenin reporter cell assay, activator, plate reader | activation, % at 9.35 µM | AID 743398; in the data active = activation above about 30%, passing the limit was not always enough; inconclusive = no clear call, values can overlap the other calls;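 note: 0% = neutral control wells and 100% = positive control wells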
C-LANA FP: blocks KSHV LANA C-terminal domain binding to DNA; MBP-C-LANA/FAM-LBS DNA binding, fluorescence polarization; inhibition, % at 9 µM; 0.078% of 340,000 active;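 active = highest replicate inhibition at or above 60% at 9 µM, even if other replicates fall short; inactive = all replicates below 60% inhibition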;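 note: 0% = neutral control wells and 100% = 4 µM acridine orange control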
cardiac RTF act: increases calcium sensitivity of human cardiac regulated thin filaments; activation, % at 7.2 µM; AID 493008; IANBD-labeled TnC RTF fluorescence at EC20 calcium; 0% EC20 calcium, 100% full calcium; 0.24% of 340,000 active; P19429+P45379;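 active = activation above the mean over all tested compounds plus 3 SD, cut at about 30% in these data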;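 note: rise in fluorescence read as greater calcium sensitivity of cardiac thin filaments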
RTF Ca sens inh: cardiac RTF calcium desensitization; IANBD-labeled cardiac RTF, Ca2+ fluorescence; inhibition, % at 7.15 µM; 0.12% of 340,000 active;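 active = inhibition above the mean inhibition of all tested compounds plus 3 SD, cut at about 17% in these data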;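 note: assay run at fixed EC70 calcium of 1.6 mM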
Arr AP2 block: blocks beta-arrestin peptide binding to AP2 adaptin; FITC-arrestin peptide / GST-AP2 beads, flow cytometry; AP2 beta2 appendage carries R879A mutation; inhibition, % at 10 µM; 0.31% of 340,000 active; AID 504490;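 active = inhibition above a set limit, near 3 SD of compounds lacking own fluorescence, cut at about 54% in these data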;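 note: plate controls were DMSO wells for no effect and 5 µM unlabelled arrestin peptide for full effect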
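test system = AP2 appendage R879A on GSH beads | buffer or medium = PBS plus Tween 20 (0.05%) and BSA (0.1%) | incubation = 12 min plus 1 h, RT | detection = bead flow cytometry, FITC channel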
V-ATPase pHluor: regulators of yeast V-ATPase proton transport. response, % at 10 µM. 0.37% of 350,000 active. S. cerevisiae, pHLuorin cytosolic pH fluorescence; in the data active = response mostly above about 7.3%, no sharp cut-off; inactive = mostly below about 5.4%; note: actives read high; inactives centre near 0; some compounds called inactive have numbers as strong as hits; reference of the scale not given here
* marks the source's active call; other numbers are inactive results; ? = inconclusive; . = not tested or not shown. Rows are unselected; overall some 3.1% were active at least once.

Sample of the layout, 2 compounds:
mol	MOR-DOR ag	Keap1-Nrf2 PPI	DSG3 Ab inh	MOR-DOR inv ag	Wnt act	C-LANA FP	cardiac RTF act	RTF Ca sens inh	Arr AP2 block	V-ATPase pHluor
CCOC(=O)c1ccc2c(c1)C1C=CCC1C(C(=O)OCC)N2 (centres undefined)	1.9	4	92	-9	-4	1.4	6	-13	41	9
CSc1ncc(CO)n1Cc1ccccc1	-1.3	1	113	6	-1	-0.8	1	-8	10	2

The list itself, from the start:
mol	MOR-DOR ag	Keap1-Nrf2 PPI	DSG3 Ab inh	MOR-DOR inv ag	Wnt act	C-LANA FP	cardiac RTF act	RTF Ca sens inh	Arr AP2 block	V-ATPase pHluor
CCOC(=O)c1ccc2c(c1)C1C=CCC1C(C(=O)OCC)N2 (centres undefined)	1.9	4	92	-9	-4	1.4	6	-13	41	9
CSc1ncc(CO)n1Cc1ccccc1	-1.3	1	113	6	-1	-0.8	1	-8	10	2
COc1cccc(C(=O)OCC(=O)c2c[nH]c3ccccc23)c1OC	-0.7	-1	.	3	5	-3.3	-1	-6	16	-2
COc1ccc(N2CC(NC(=O)N3CCN(C(=O)c4ccco4)CC3)CC2=O)cc1OC (centres undefined)	-3.3	3	103	17	1	0.4	4	2	3	0
COc1cccc2nc3c(C(=O)NCCN(C)C)cccc3cc12	0.0	-1	99	0	2	-16	3	-9	-6	1
COCCNC(=O)C(c1ccc(C)o1)N(C(=O)c1snc(C(N)=O)c1N)c1cccc(C)c1 (centres undefined)	-3.0	0	106	17	.	2.0	-12	-1	30	-2
Cc1ccc(OC(C)C(=O)Nc2ccc(C)c(S(=O)(=O)Nc3ccc(C)cc3C)c2)cc1 (centres undefined)	7.7	0	129	-42	.	-0.3	3	5	12	0
O=[N+]([O-])c1ccc2c(c1)C(N1CCOCC1)/C(=C/COc1ccc(Cl)cc1Cl)O2 (centres undefined)	-0.5	0	99	3	.	0.7	5	-3	-30	1
CN1C2C=C3C(C#N)=C(N)C(C#N)(C#N)[C@@H](c4cccs4)C3C1CC2 (some centres undefined)	-1.9	-5	107	8	.	3.5	-1	-5	-7	-9
C=CCOc1ccc(/C=C\c2nc(O)c([N+](=O)[O-])c(=O)[nH]2)cc1OCC	-2.2	-1	104	11	1	-0.2	7	-2	6	2
CC1(NC(=S)NCCCCCCNC(=S)NC2(C)CCS(=O)(=O)C2)CCS(=O)(=O)C1 (centres undefined)	-0.4	6	112	2	-1	0.1	-1	-8	4	5
Cc1cc2nc(CS(=O)(=O)c3ccccc3)cc(=O)n2[nH]1	-2.9	-2	101	15	-1	0.8	-1	-2	-13	-1
NC(=O)CSCc1nc2ccccc2s1	-1.2	-3	104	7	.	2.2	4	-8	0	-4
Cn1c(C(=O)NCc2ccc3c(c2)OCO3)cc2sccc21	0.8	3	111	-4	1	1.2	-7	-3	4	1
COc1ccc(CNC(=O)c2cc(=O)c3ccccc3o2)cc1	-3.2	-3	101	14	1	0.5	-1	0	11	-4
CCOC(=O)c1c(S(=O)(=O)N2CCCCCC2)c(C)n(C)c1C	0.0	-2	107	0	0	0.1	3	-6	4	-2
CCOCCCNC(=O)C(c1ccc(OC)cc1)N(Cc1ccc2c(c1)OCO2)C(=O)c1cnccn1 (centres undefined)	1.9	-6	266	-9	0	-0.6	8	-14	0	4
CCCN1CC(O)=C(C#N)C1=O	-5.4	-3	.	25	-1	0.7	1	11	-11	0
Cc1ccc(S(=O)(=O)N2CCN(C(=O)CNC(=O)c3ccc(Cl)cc3)CC2)cc1	-1.1	-6	95	6	-1	-3.1	1	5	5	6
CC(C)(C)OC(=O)N[C@@H](Cc1ccccc1)[C@H](O)c1ccco1	-3.3	-3	102	18	-1	0.2	-5	0	-7	-1
CCCCCNC(=O)C(=O)C1C(=O)Nc2ccccc21 (centres undefined)	1.4	-4	108	-7	3	-2.5	5	-1	-1	1
Cc1ccc2c(c1)C(c1ccccc1)C(=O)O2 (centres undefined)	-0.6	1	.	3	-1	-0.8	7	-4	-1	2
CCOC(=O)C1(CCCc2ccccc2)CCN(C2CCSCC2)CC1	-1.7	-2	106	9	0	-0.5	-1	1	29	3
CC(C)(C)c1cc(NC(=O)Nc2ccc(Cl)cc2Cl)no1	6.2	-4	99	-31	?	-0.5	0	-6	12	-2
COc1ccc(C(=O)NC(=S)Nc2ccc(CN3CCCCC3)cc2)cc1Cl	1.5	-6	102	-8	-1	0.1	-3	14	-5	1
CC(O)CNCCNCc1c(OCc2ccccc2)ccc2ccccc12 (centres undefined)	0.7	-6	108	-4	.	-0.9	15	-6	1	0
COc1ccc(S(=O)(=O)NCC(c2cccnc2)N2CCN(Cc3ccccc3)CC2)cc1 (centres undefined)	-0.6	-2	107	3	1	-0.9	-5	-7	-11	-3
O=C(NC(Cc1ccccc1)C(=O)O)/C(=C/c1ccc([N+](=O)[O-])cc1)NC(=O)c1ccc(Br)o1 (centres undefined)	1.5	1	110	-8	1	2.3	1	-48	-2	-4
COc1ccc(S(=O)(=O)N2CCN(C(=O)/C=C/c3ccco3)CC2)cc1	-4.0	-7	104	21	2	-0.4	3	-26	-7	-3
C=CCc1c(C)nc2cc(-c3ccc(C)cc3)[nH]n2c1=O	-0.4	-2	115	2	?	-1.2	3	-3	22	-2
COCCn1c(SCC(=O)NCc2ccc3c(c2)OCO3)nnc1-c1c[nH]c2ccccc12	-0.9	-1	104	5	-5	-0.2	6	1	-5	1
CC1CCN(S(=O)(=O)c2ccc(C(=O)N3CCN(c4ccccc4F)CC3)cc2)CC1	-2.5	-1	104	13	3	-2.0	4	-4	-8	1
CCc1ccc(C(=O)CN2C(=O)NC3(CCc4ccccc43)C2=O)cc1 (centres undefined)	-1.7	-6	105	7	5	-0.6	-2	-14	0	0
Cc1ccc(NC(=O)COC(=O)c2cccnc2)cc1	-1.9	-2	119	9	1	1.5	7	-7	15	-4
O=c1cc(CSc2ccc(Cl)cc2)nc(N2CCOCC2)[nH]1	-0.2	-2	101	1	-2	-1.2	-2	-15	2	2
COc1ccc2[nH]c(C(=O)NCCCn3ccnc3)cc2c1	-1.9	-2	86	10	.	-1.3	-1	-2	34	3
C=CCn1c(SCC(=O)Nc2ccc(-c3nc4ccc(C)cc4s3)cc2)nnc1-c1ccccc1	20*	-4	95	-105	30	0.6	2	-14	9	-2
Cc1ccc(CNC(=O)Cn2c(=O)n(-c3ccccc3)c(=O)c3sccc32)cc1	-1.5	-2	87	8	4	0.5	2	7	-5	-2
COc1ccccc1NC1=CC(=O)CC(c2ccccc2)C1 (centres undefined)	-0.7	3	110	4	-2	-7.8	1	-1	6	-2
CCn1c(CC(=O)Nc2ccccc2)nnc1SCC(=O)NC1CCCC1	-1.9	-6	104	11	-4	-0.9	1	-19	15	2
O=C(CNC(=O)C12CC3CC(CC(C3)C1)C2)NCc1ccccc1	-0.5	0	98	3	0	0.5	1	2	0	-2
CCN(Cc1ccccc1)C(=O)Cc1c[nH]c2ccccc12	-1.7	-4	93	11	2	1.2	-3	-1	-8	0
Cn1c(=O)c2c(nc(NCCOc3ccc(F)cc3)n2C)n(C)c1=O	1.5	-11	91*	-7	-1	-1.2	5	-25	8	5
CCc1ccccc1NC(=S)N(CCN1CCOCC1)Cc1ccccc1F	-1.8	0	101	9	0	0.7	3	7	48	1
O=C(COc1ccccc1)N1CCN(S(=O)(=O)c2ccc(Br)cc2)CC1	-0.4	3	83	2	-1	0.8	-5	-2	1	0
COCC1COS(=O)(=O)NC1(C)C (centres undefined)	-0.9	1	100	5	-1	1.1	-1	-4	-1	-2
O=C(O)c1cccc(NC2=C(n3nnc4ccccc43)C(=O)c3ccccc3C2=O)c1	5.4	-1	95	-28	5	-1.4	1	-19	-13	-1
CCOC(=O)c1ccc(NC(=O)CSc2nccn2C)cc1	-3.4	-5	95	18	.	0.6	4	1	11	2
Cc1ccc(S(=O)(=O)NCc2ccccc2)cc1C(=O)N1CCN(S(=O)(=O)c2ccccc2)CC1	-0.7	0	101	5	-2	-0.1	2	6	-11	0
CCOc1ccc(NC(=O)CCn2cccc2)cc1	-1.4	-1	107	8	.	-0.3	7	1	-1	-3

The listing continues.
mol	MOR-DOR ag	Keap1-Nrf2 PPI	DSG3 Ab inh	MOR-DOR inv ag	Wnt act	C-LANA FP	cardiac RTF act	RTF Ca sens inh	Arr AP2 block	V-ATPase pHluor
O=C(CCN1CCN(c2ccccc2)CC1)c1ccc(Cl)cc1	-2.0	-7	121	9	3	1.2	2	-12	-2	3
CN(C(=O)COC(=O)c1ccccc1SCC(=O)N1CCCC1)c1ccccc1	-2.5	-4	103	8	-2	-0.8	1	-1	6	0
Cc1ccc(-n2c(P(C)(=O)O)nc3ccccc32)cc1	-1.9	4	96	9	-1	3.7	-2	-4	1	1
CCCc1cc(=O)c2ccc(OC/C(C)=N/O)cc2o1	-2.8	-3	114	15	-2	-1.2	9	-1	-2	-2
COC(=O)c1ccc(NS(=O)(=O)c2ccc(OC)cc2)cc1	-1.1	0	122	6	.	-0.3	0	-2	0	1
COc1cccc(/C=N/n2nnc3c(cnn3-c3ccccc3)c2=O)c1	0.8	5	94	-4	2	0.4	-1	-11	10	-3
Cc1cnc(C(=O)OC(C(=O)c2c[nH]c3ccccc23)c2ccccc2)cn1 (centres undefined)	0.2	-6	105	-1	-2	2.2	-6	0	-2	4
CC(C)(C)CC(C)(C)NC(=S)N1CCN(Cc2ccc3c(c2)OCO3)CC1	-2.5	-1	96	13	-1	-1.8	6	4	52	-1
COC(=O)c1cccc(CN2C(=O)SC(Nc3ccccc3)C2=O)c1 (centres undefined)	-2.6	-1	108	14	9	1.0	-4	-2	-9	1
CCOc1ccccc1NC(=O)Nc1ccc(CC#N)cc1	1.0	-1	.	-5	-1	-0.9	-10	-6	11	5
COc1ccc(/C=N/N2CCN(c3ccc(Cl)cc3)CC2)cc1	-2.3	2	101	12	0	2.1	-7	1	2	2
O=C(CCn1c(=S)[nH]c2cc3c(cc2c1=O)OCO3)NCc1cccc(Cl)c1	-3.0	-2	102	15	0	2.3	3	-7	-1	-2
CNC(=O)/C(C#N)=C/c1c(N2CCCCCC2)nc2c(C)cccn2c1=O	-1.2	2	99	6	1	0.4	1	1	2	-7
CC(C)C[C@@H](NC(=O)[C@H]1CCCN1C(=O)Cc1ccccc1)C(N)=O	0.4	-2	99	-2	0	-2.4	2	-3	-9	1
O=C(N/N=C/C(Br)=C/c1ccccc1)c1ccccc1F	2.6	-5	98	-16	19	-0.9	0	-1	1	-5
O=C1C2CCCCN2C(=O)N1CCCCN1CCN(c2cccc(Br)c2)CC1 (centres undefined)	1.4	-3	115	-7	-1	1.0	4	-8	29	0
CN1C(C(=O)Nc2cccc(O)c2)=CC(c2ccco2)=NS1(=O)=O	-0.1	-4	107	0	3	0.8	6	-8	-4	-3
